Assay outcomes: PubChem, Small Molecule Screening Facility, UW Madison
PriA SSB inh: blocks PriA binding to SSB C-terminal tail; AlphaScreen SSBct-PriA binding, biotinylated peptide; inhibition, % at 33 µM; 430,000 compounds, 0.6% hits; AID 1272365; in the data active = inhibition mostly above about 37%, no sharp cut-off; inactive = mostly below about 20%;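 also: plate controls were negative control peptide for no effect and reference peptide for full effect; strong numbers were not always called active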
* hit, by the source's call; & = joins results of further samples.

SMILES | PriA SSB inh
Brc1ccc2c(c1)C(c1ccccc1)=Nc1ccc(Br)cc1C(c1ccccc1)=N2 | -6&1
COC(=O)Cn1c(=NC(=O)c2ccnn2C)sc2cc3c(cc21)OCCO3 | 7
CC(C)CNC(=O)NNC(=O)c1cccn(Cc2cccc(F)c2)c1=O | -13
CCOC(=O)Cc1csc(NC(=O)c2cccn(Cc3ccccc3C)c2=O)n1 | 14
COc1ccc(C2C(C#N)=C(N)Oc3cc(C)n(CCO)c(=O)c32)c(OC)c1OC (stereo not given) | -6
Cn1nnn(-c2ccc(NC(=O)Nc3cccs3)cc2)c1=O | 3
CCS(=O)(=O)C(Br)(Br)S(=O)(=O)CC | 5
O=C(NCC1(O)CCOCC1)C1(c2cccs2)CCCC1 | 1
C=CCNC(=S)NN=Cc1ccc(C)cc1C | -3
O=C(Nc1nccs1)c1cn(-c2ccccc2)nc1-c1cccc(Br)c1 | 5
COc1cc(C(=O)NCCOc2ccc3c(c2)OCO3)c([N+](=O)[O-])cc1OC | 16
O=C(c1cc(-c2ccccc2)on1)N1CCN(Cc2ccsc2)CC1 | 6
CSCCC(C)(O)CNC(=O)c1cc(C)on1 (stereo not given) | -10
Cc1cc(S(=O)(=O)Nc2ccccc2C(=O)O)c(C)cc1Cl | -11
CC(=NO)C(C)=NNC(=O)c1ccccn1 | -2
COc1ccc(CC(=O)Nc2nnc(-c3ccc(F)cc3F)o2)cc1 | -9
CN(C)S(=O)(=O)N1CCNCC1 | -2&5
COc1ccccc1COc1cc(NC(=O)C2CCCN(c3cc(-n4ccnc4)ncn3)C2)ncn1 (stereo not given) | 5
CN1CCN(C(CNC(=O)c2c(F)cccc2F)c2ccsc2)CC1 (stereo not given) | -1
O=C(NC1CCN(c2ccccn2)C1)c1cccc(NS(=O)(=O)c2ccccc2F)c1 (stereo not given) | 9
CC(O)CNc1nc(Nc2ccc3c(c2)OCO3)c2cnn(-c3ccccc3)c2n1 (stereo not given) | 16
Cn1c(=NN=Cc2ccc(Cl)c([N+](=O)[O-])c2)sc2ccccc21 | -13
O=C(Nc1cccnc1)c1ccc(=O)n(Cc2ccc(F)cc2)c1 | -7
CC(C)(C)n1ncc2c(=O)n(CCC(=O)N3CCN(c4ncccn4)CC3)cnc21 | -7&1
CC(Cc1ccccc1)=NNC(=O)CCCCCC(=O)NN=C(C)Cc1ccccc1 | 1
O=C(Oc1ccc(CSc2nc3ccccc3o2)cc1)c1ccccc1 | -7
CCN(CC)S(=O)(=O)c1ccc(C(=O)Nc2ccc(Cl)cc2C(=O)c2ccccc2Cl)cc1 | 2
O=C(Cn1ncccc1=O)N1Cc2cnc(N3CCOCC3)nc2C1 | 1
COc1cccc(OCCN2CCN(c3nc(NCc4ccco4)c4ccccc4n3)CC2)c1 | 11
O=S(=O)(NCCc1ccoc1)c1ccc(Cl)s1 | 4
CN(C)c1cccc(C(=O)Nc2cnoc2)c1 | 11
CCCCCn1c(=O)c2c(nc3oc(C)c(C)n32)n(C)c1=O | 0
O=S(=O)(NCC1(c2cccs2)CC1)C1CC1 | -7
CN1CCN(C(=S)Nc2ccc(OC(F)F)cc2)CC1 | 7
COc1cc(/C=C/C(=O)N2CCN(Cc3nc(C)cs3)CC2)cc(OC)c1OC | -3
Cc1noc(C)c1S(=O)(=O)NCc1nccc(N2CCCCC2)n1 | 2
COc1ccc(C)cc1S(=O)(=O)N1CC(c2nc(C3CC3)no2)C1 | -18
O=C(CSc1nnc(NC(=O)c2cc(Br)ccc2Cl)s1)c1ccccc1 | -12
COc1ccc(NC(=O)NCCn2nc(-c3cccnc3)ccc2=O)c(OC)c1 | -18
Cc1ccc(NC(NC(=O)c2ccccc2)C(=O)c2ccccc2)cc1C (stereo not given) | -2
CC1=NN(c2ccccc2)C(=O)/C1=C\c1ccc(NC(=O)c2cccc(Cl)c2)cc1 | 8
O=C(Nc1ccc2c(c1)OCO2)N1CCC(c2nnc(-c3ccco3)s2)CC1 | 5
Cc1ccc(C(=O)Nc2c(N)nc(SCC(=O)O)[nH]c2=O)cc1 | -8
O=C1N=C(N2CCN(Cc3ccc(F)cc3)CC2)S/C1=C\c1cccc(O)c1 | 10
NC(=O)C(=O)NN=Cc1cccc(C(F)(F)F)c1 | 5
Cc1ccc2[nH]c3c(=O)n(CC(=O)NC(C)C)cnc3c2c1 | 10
O=C1OC2(CCNCC2)c2ccccc21 | -11
O=C(Nc1nnc(-c2cc(Cl)ccc2Cl)o1)c1ccc2ncsc2c1 | 1
COc1ccc(CC(=O)Nc2cccc(-c3cn4nc(OC)ccc4n3)c2)cc1 | -22
CN1C(=O)C(=Cc2ccc(-c3ccccc3)o2)C(=O)N(C)C1=O | -12
Further structures
SMILES | PriA SSB inh
O=C(CCc1csc(NC(=O)c2ccc[nH]c2=O)n1)NCc1ccccc1Cl | -8
COc1ccc(CCC(=O)NCc2ccc(C(=O)c3ccccc3)s2)cc1 | -10
COC(=O)C(C)Sc1nc2c(cnn2-c2cccc(Cl)c2)c(=O)[nH]1 (stereo not given) | 9
Cc1nc2ccc(Cl)cc2nc(C)c1=NO | 4
O=C(Cc1csc(Nc2ccc(OC(F)(F)F)cc2)n1)NCc1ccco1 | -4
O=C(Nc1cnoc1)c1c(F)cccc1Cl | -11
CC(C)Cc1nnc(-c2cc3ccccc3n2CC(=O)Nc2ccc(OC(F)(F)F)cc2)o1 | 2
COc1cccc(OC)c1C(=O)NCC(c1cccn1C)N1CCc2ccccc2C1 (stereo not given) | 11
O=C(Nc1ccc(Cl)c(Cl)c1)N(CCc1cccs1)C1CCOCC1 | -10
O=S(=O)(NCCNc1cc(-n2cccn2)ncn1)c1cccs1 | 4
O=C1CCCC(=O)N1CCS(=O)(=O)N1CC(c2nc(-c3ncccn3)no2)C1 | -3
COc1cccc(C(=O)N2CCN(c3nc4c(C)c(Cl)ccc4s3)CC2)c1OC | -3
C#CCn1c(=NC(=O)Cc2ccccc2)sc2cc(Br)ccc21 | -2
COc1ccc(OC)c(NC(=O)Cn2cnc3c(-c4ccc(Cl)cc4)csc3c2=O)c1 | -12
O=C(Cn1cc(-c2ccc(F)cc2)cn1)NC1CCN(c2ccc(C(F)(F)F)cn2)C1 (stereo not given) | 1
Nc1nnc(CC(=O)NN=Cc2ccc(-c3ccccc3Cl)o2)s1 | 3
COC(=O)c1ccc(S(=O)(=O)N2CCCN(S(=O)(=O)c3cnn(C)c3)CC2)cc1 | -7
O=C(NCCN1CCO[C@H](c2ccccc2)C1)c1cccs1 | -10
CS(=O)(=O)c1cccc(-c2nnc(NC(=O)/C=C/c3cccc([N+](=O)[O-])c3)o2)c1 | 10
COc1ccc(CC(=O)NCCOc2ccc(F)cc2)cc1OC | 9

No new results follow: an excerpt of the list.
SMILES | PriA SSB inh
COC(=O)Cn1c(=NC(=O)c2ccnn2C)sc2cc3c(cc21)OCCO3 | 7
CC(C)CNC(=O)NNC(=O)c1cccn(Cc2cccc(F)c2)c1=O | -13
CCOC(=O)Cc1csc(NC(=O)c2cccn(Cc3ccccc3C)c2=O)n1 | 14
COc1ccc(C2C(C#N)=C(N)Oc3cc(C)n(CCO)c(=O)c32)c(OC)c1OC (stereo not given) | -6
Cn1nnn(-c2ccc(NC(=O)Nc3cccs3)cc2)c1=O | 3
CCS(=O)(=O)C(Br)(Br)S(=O)(=O)CC | 5
O=C(NCC1(O)CCOCC1)C1(c2cccs2)CCCC1 | 1
C=CCNC(=S)NN=Cc1ccc(C)cc1C | -3
O=C(Nc1nccs1)c1cn(-c2ccccc2)nc1-c1cccc(Br)c1 | 5
COc1cc(C(=O)NCCOc2ccc3c(c2)OCO3)c([N+](=O)[O-])cc1OC | 16
O=C(c1cc(-c2ccccc2)on1)N1CCN(Cc2ccsc2)CC1 | 6
CSCCC(C)(O)CNC(=O)c1cc(C)on1 (stereo not given) | -10
Cc1cc(S(=O)(=O)Nc2ccccc2C(=O)O)c(C)cc1Cl | -11
CC(=NO)C(C)=NNC(=O)c1ccccn1 | -2
COc1ccc(CC(=O)Nc2nnc(-c3ccc(F)cc3F)o2)cc1 | -9
CN(C)S(=O)(=O)N1CCNCC1 | -2&5
COc1ccccc1COc1cc(NC(=O)C2CCCN(c3cc(-n4ccnc4)ncn3)C2)ncn1 (stereo not given) | 5
CN1CCN(C(CNC(=O)c2c(F)cccc2F)c2ccsc2)CC1 (stereo not given) | -1
O=C(NC1CCN(c2ccccn2)C1)c1cccc(NS(=O)(=O)c2ccccc2F)c1 (stereo not given) | 9
CC(O)CNc1nc(Nc2ccc3c(c2)OCO3)c2cnn(-c3ccccc3)c2n1 (stereo not given) | 16
Cn1c(=NN=Cc2ccc(Cl)c([N+](=O)[O-])c2)sc2ccccc21 | -13
O=C(Nc1cccnc1)c1ccc(=O)n(Cc2ccc(F)cc2)c1 | -7

The list goes on:
SMILES | PriA SSB inh
O=S(=O)(c1ccc2c(c1)CCCC2)N(CC(F)(F)F)C1CCOCC1 | -20
CCc1cccc2sc(NC(=O)c3ccc(Cl)s3)nc12 | -13
Cc1cc(S(=O)(=O)N2CCC(C(N)=O)CC2)c(C)cc1Cl | -19
Cc1nc(-c2ccco2)sc1CNS(=O)(=O)Cc1ccccc1 | 2
CN(C)c1ncc(NC(=O)Nc2ccc3c(c2)OCCO3)c(N(C)C)n1 | -8
O=C(O)CC1OC(=O)c2ccccc21 (stereo not given) | -14
CCN(CC)c1ccc(C=NNC(=O)CNC(=O)c2ccc3c(c2)OCCO3)cc1 | 14
O=C(NN=Cc1cccc(Cl)c1)c1n[nH]c2c1CCCC2 | -9
CCOC(=O)Nc1nc(CC(=O)Nc2ccccc2C(C)C)cs1 | -13
CCOC(=O)C(C#N)=NNc1c(S(=O)(=O)Cc2ccco2)csc1C(=O)OC | -11
C=C1C(=O)OC2/C=C(/CO)CC/C=C(/CO)CC(OC(=O)C(C)C)C12 (stereo not given) | -7
Cc1ccc(-n2ncc3c(C)nn(CC#N)c(=O)c32)cc1C | -13
O=C(NCCn1ccc(-c2ccccn2)n1)c1ccncc1 | -8
COC(=O)c1ccccc1N1C(=O)CC(Sc2ccccc2C(=O)O)C1=O (stereo not given) | 5
COc1ccc(NC(=O)NCC(c2ccc3c(c2)CCN3C)N2CCN(C)CC2)cc1 (stereo not given) | 7
CC(=O)Oc1ccc(C(C)=NN2CCN(Cc3ccc(Cl)cc3)CC2)cc1 | 9
O=C1C(=O)N(CN2CCN(C(c3ccccc3)c3ccccc3)CC2)c2ccccc21 | -1
O=C(NCCC1=CCCCC1)C(=O)Nc1cccc([N+](=O)[O-])c1 | 3
Cc1cc(C)cc(-n2[nH]nnc2=S)c1 | 1
COc1ccc(C=NNC(=O)c2ccco2)cc1Cn1nc(C)cc1C | -2

Three entries from above, set out differently.
| structure | PriA SSB inh |
| --- | --- |
| O=C(CCc1csc(NC(=O)c2ccc[nH]c2=O)n1)NCc1ccccc1Cl | -8 |
| COc1ccc(CCC(=O)NCc2ccc(C(=O)c3ccccc3)s2)cc1 | -10 |
| COC(=O)C(C)Sc1nc2c(cnn2-c2cccc(Cl)c2)c(=O)[nH]1 (stereo not given) | 9 |

Other structures.
SMILES | PriA SSB inh
O=C1NC(=O)C2(CCN(S(=O)(=O)c3cccc(Cl)c3)CC2)N1 | -11
O=C(Cn1cnc2c(-c3ccc(F)cc3)csc2c1=O)Nc1ccccc1C(F)(F)F | -20
CCn1cnc2c(-c3ccccc3)cn(CC(=O)Nc3cc(Cl)c(OC)cc3OC)c2c1=O | -1
O=C(NCCc1ccc(Cl)cc1)C1CCN(c2ccc(-n3cncn3)nn2)CC1 | 3
O=C(NC[C@H](O)c1ccc2c(c1)CCO2)Nc1ccccc1C(F)(F)F | -1
COC(CNC(=O)c1c(C)nn(C)c1C)c1ccc(Cl)s1 (stereo not given) | 3
O=C(CC1Sc2ccccc2NC1=O)Nc1ccc(OC(F)(F)F)cc1 (stereo not given) | 10
COc1ccccc1C(=O)Nc1ccccc1Cc1nc(-c2ccncc2)no1 | -9
Cc1cc(C)n(CCNC(=O)c2cccn(C)c2=O)n1 | -6
O=C(CN1C(=O)c2ccccc2C1=O)Nc1cccc(NC(=O)CN2C(=O)c3ccccc3C2=O)c1 | -14
O=C(COc1ccc(Cl)cc1Cl)Nc1sc2c(c1-c1nc3ccccc3s1)CCN(Cc1ccccc1)C2 | -10
CCOC(=O)Cc1csc(NC(=O)c2csc3nc(-c4ccc(F)cc4)cn23)n1 | 0
Cc1cc(-c2cccs2)nn1CCNC(=O)c1ccoc1 | -8
O=C(Nc1nc2ccc(Cl)cc2s1)c1ccc(N2C(=O)CCC2=O)cc1 | -22
O=C(CC1CCCCN1S(=O)(=O)c1ccccc1)NCCc1c[nH]c2ccccc12 (stereo not given) | 25
O=C(O)CCCc1c[nH]c2ccccc12 | 9
COc1ccccc1C(=O)NN=C(C)CC(=O)Nc1ccc(Cl)cn1 | -7
Cc1cc(-c2cccs2)nn1CCNC(=O)Cc1ccsc1 | -19
CC(C)(C)c1ccc(C(=O)Nc2ccc(Cl)c(N3CCCS3(=O)=O)c2)cc1 | 8
COc1ccc(OC)c(C2c3cccn3CCN2S(=O)(=O)c2ccc(NC(C)=O)cc2)c1 (stereo not given) | 20
Cn1nc(-c2ccc(F)cc2)cc1C(=O)N1CCc2oncc2C1 | -23
O=C(NCCn1ncc2c(=O)n(Cc3ccc(F)cc3)cnc21)c1ccccc1Cl | 1
COc1ccccc1C(=O)NCCN1CCN(c2ccccc2F)CC1 | -6
COC(=O)c1ccccc1NC(=O)CSc1nncc(=O)[nH]1 | 1
Cc1nc2cc(NC(=O)c3c[nH]c(=O)n(Cc4ccc5c(c4)OCO5)c3=O)ccc2s1 | 9
CCCn1c(C(=O)NCc2ccccc2-c2ccsc2)cc2c(=O)n3ccccc3nc21 | -40
C(=NN1CCN(Cc2ccccc2)CC1)c1ccc(-c2ccccc2)cc1 | -4
CCSc1nc(N)c2c(n1)NC1=C(C(=O)CC(C)(C)C1)C2c1cccs1 (stereo not given) | 9
CS(=O)(=O)N1CCCC1C(=O)N1CC(=O)Nc2ccccc21 (stereo not given) | -14&-12
COc1ccccc1OCC(=O)NN=C1C=C(C)CC1 | -14
COc1ccc(CC(=O)Nc2ccc(SCC(=O)N3CCCC3)nn2)cc1 | -13
CCOC(=O)N1CCc2c(sc(NC(=O)c3ccc(C(C)(C)C)cc3)c2C#N)C1 | -15
O=C(NCCc1c[nH]c2ccccc12)C1CN(S(=O)(=O)C2CC2)C1 | -10
CNC(=S)NN=C1C(=O)c2cccc3cccc1c23 | -3
COc1ccc([C@H](C)NC(=O)c2sc3ncccc3c2-n2cccc2)cc1OC | 21

The list is partial. The share of hits here may be higher or lower than overall.
